# Screens from PubChem BioAssay.
# HTR5A ag ctr – counter-screen for OPRM1-OPRD1 agonists: human HTR5A agonism. P47898. activation, % at 9.3 µM. 340,000 compounds, 0.61% hits. HTR5A agonist assay, luminescence, cell-based; in the data active means activation mostly above about 9.5%, no sharp cut-off; inactive means mostly below about 7.6%;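 further: 0% = cells with vehicle only and 100% = reference agonist; strong numbers were not always called active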
# Target sequence (P47898 whole entry, looked up): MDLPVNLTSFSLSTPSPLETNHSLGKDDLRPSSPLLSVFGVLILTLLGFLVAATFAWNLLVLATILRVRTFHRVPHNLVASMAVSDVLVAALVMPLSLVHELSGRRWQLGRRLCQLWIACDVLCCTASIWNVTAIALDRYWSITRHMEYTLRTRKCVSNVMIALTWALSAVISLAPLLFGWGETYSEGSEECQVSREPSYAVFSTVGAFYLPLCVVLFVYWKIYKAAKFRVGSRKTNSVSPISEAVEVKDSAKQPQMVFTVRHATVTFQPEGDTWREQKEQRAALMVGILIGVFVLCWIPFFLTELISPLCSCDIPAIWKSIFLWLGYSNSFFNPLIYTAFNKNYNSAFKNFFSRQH
# CDK5 inh – CDK5/p35 (human) kinase inhibition | inhibition, % at 10 µM | 330,000 compounds, 0.01% hits | Recombinant CDK5/p35, ADP-Glo luminescence, 60 min;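 active means highest replicate inhibition of at least 50% and at least 75% of replicates reaching 50%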;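 further: plate controls were DMSO neutral control for no effect and GW8510 at 10 µM for full effect; many of its hits are not listed in these tables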
# AddAB inh – less growth of phage-infected E. coli with AddAB; E. coli expressing H. pylori AddAB, absorbance growth; inhibition, % at 11.9 µM; 330,000 compounds, 0.29% hits; AID 435030; in the data active means inhibition above about 12%;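 further: 0% = vehicle wells of infected cells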
# phage Ecoli inh – E. coli growth loss with phage present. growth absorbance. inhibition, % at 11.9 µM. 360,000 compounds, 0.26% hits; in the data active means inhibition above about 11%
# Tat export inh – blocks Tat-dependent protein export in E. coli. E. coli MC4100 TorA-mCherry Tat export, fluorescence. inhibition, % at 10 µM. 340,000 compounds, 0.036% hits. AID 488895;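 active means mean replicate inhibition at least 50% and at least half of replicates individually reaching 50%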;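 further: exported cargo escapes ClpAP degradation while cytoplasmic cargo is degraded and loses fluorescence; 0% = median of neutral control wells and 100% = median of NaSCN control wells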
# Mot1-301 SUMO – SUMOylation pathway inhibition by Mot1-301 growth rescue. growth rescue, % at 18.8 µM. S. cerevisiae Mot1-301 growth rescue, ATP luminescence, 38.5C; percent above DMSO median, 100 means doubled. 320,000 compounds, 1% hits. AID 2716;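 active means every valid replicate shows activation above 250% relative to neutral control wells; inactive means the rest, any valid replicate at or below 250%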;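 further: OY570 slx delta 5 strain wells were the positive control but not used for scaling; some compounds called inactive have numbers as strong as hits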
# PKA-R2B activ – activates the human PKA-R2B holoenzyme complex; P22694+P31323; PKA-R2B holoenzyme dissociation, Cy5-IP20 fluorescence polarization; R2B truncated from residue 108, S112A mutant; 0% DMSO only, 100% 113 µM cGMP; activation, % at 11.4 µM; 340,000 compounds, 0.079% hits;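 active means activation above a cutoff set at the mean over all compounds plus 3 SD, cut at about 18% in these data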;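 further: higher means more holoenzyme dissociation and a rise in polarization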
# Ecoli viability – counter-screen for AddAB inhibitors: E. coli growth inhibition; E. coli V3065 growth, OD600 absorbance, 18 h; inhibition, % at 11.9 µM; 330,000 compounds, 0.27% hits; AID 449728;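 active means inhibition above the campaign's mean inhibition across all tested compounds plus 3 SD, cut at about 9.9% in these data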;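 further: uninfected addAB+ strain grown without phage in ampicillin broth; 0% = DMSO wells and 100% = ciprofloxacin 0.95 µg/ml wells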
# HTR5A inv ctr – inverse agonist of human HTR5A in OPRM1-OPRD1 counter-screen | 340,000 compounds, 0.083% hits | AID 504634 | P47898 | inhibition, % at 9.3 µM | HTR5A cell line, luminescence, inverse agonism; in the data active means inhibition mostly above about 23%, no sharp cut-off; inactive means mostly below about 18%;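 further: 0% = cells with DMSO and 100% = no-cell wells with DMSO; some compounds called inactive have numbers as strong as hits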
# DAGLB inh – blocks human DAGLB lipase activity; AID 504411; inhibition, % at 5.17 µM; Q8NCG7; 340,000 compounds, 0.059% hits; HEK293T DAGLB membrane lysate, EnzChek fluorogenic substrate; in the data active means inhibition above about 34%;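 further: 0% = enzyme with vehicle and 100% = wells lacking enzyme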
# Target sequence (Q8NCG7 whole entry, looked up): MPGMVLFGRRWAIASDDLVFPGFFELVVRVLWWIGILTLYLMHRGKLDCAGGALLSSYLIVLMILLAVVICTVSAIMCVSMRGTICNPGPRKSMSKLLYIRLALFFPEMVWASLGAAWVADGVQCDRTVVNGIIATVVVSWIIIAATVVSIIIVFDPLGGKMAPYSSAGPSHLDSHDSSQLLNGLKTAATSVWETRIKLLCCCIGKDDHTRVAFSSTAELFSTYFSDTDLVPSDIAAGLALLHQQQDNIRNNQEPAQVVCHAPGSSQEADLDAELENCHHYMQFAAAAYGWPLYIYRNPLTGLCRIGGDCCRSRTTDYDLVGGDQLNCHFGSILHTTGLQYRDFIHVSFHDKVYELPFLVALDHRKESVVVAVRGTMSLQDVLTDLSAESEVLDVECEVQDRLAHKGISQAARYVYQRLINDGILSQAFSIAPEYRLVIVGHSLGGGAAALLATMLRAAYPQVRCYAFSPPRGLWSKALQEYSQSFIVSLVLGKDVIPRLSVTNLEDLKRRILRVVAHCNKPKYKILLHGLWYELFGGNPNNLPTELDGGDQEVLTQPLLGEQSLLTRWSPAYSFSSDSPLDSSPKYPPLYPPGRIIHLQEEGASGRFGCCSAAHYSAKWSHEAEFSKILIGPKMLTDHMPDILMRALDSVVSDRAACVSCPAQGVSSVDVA
# PKA-R1A activ – PKA-R1A complex activation; P00514+P68181; PKA-R1A dissociation, Cy5-IP20 fluorescence polarization; scaled: DMSO 0%, 113 µM cGMP 100%; activation, % at 11.4 µM; 340,000 compounds, 0.083% hits;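 active means percent activation above the mean of all tested compounds plus 3 SD, cut at about 19% in these data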;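 further: higher means more PKAc released from R1A so a rise in polarization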
# * = called active by the depositor; . = no result given. Compounds as they come, and some 2.3% of all compounds hit somewhere here.
SMILES,HTR5A ag ctr,CDK5 inh,AddAB inh,phage Ecoli inh,Tat export inh,Mot1-301 SUMO,PKA-R2B activ,Ecoli viability,HTR5A inv ctr,DAGLB inh,PKA-R1A activ
COc1ccccc1N1CCN(C(=O)COc2cc(C)cc3oc(=O)cc(C)c23)CC1,-3,2.1,0.2,0.6,2,-4,2,-0.5,11,1,-15
COCCn1c(Cc2ccccc2)nnc1SCC(=O)Nc1cc(C)on1,3,-0.5,1.8,4.0,-4,-17,2,-1.4,37,0,0
CC(=O)N1CCN(C(=O)CSc2cc(C)c(Br)cc2C)CC1,6,0.3,-0.9,0.2,-1,-1,-7,-2.6,-7,-3,-12
COc1ccc(N2C(=S)NC3CS(=O)(=O)CC32)cc1 (stereo unspecified),-3,1.2,3.4,-4.0,-2,-5,-7,1.5,11,2,-12
COc1cccc(NC(=O)CCNS(=O)(=O)c2cccc3nonc23)c1,-5,2.3,2.3,1.4,-10,3,2,-0.3,-5,-3,11
NNC(=O)C1CC(O)CN1S(=O)(=O)c1ccc2ccccc2c1 (stereo unspecified),0,0.0,-0.8,0.6,-3,-22,2,-3.7,1,-1,-4
Cc1ccnc(NC(=O)C2CCN(S(=O)(=O)c3cccc(C(F)(F)F)c3)CC2)c1,3,0.3,2.3,1.8,1,4,3,0.8,-9,0,9
Cc1ccc(NC(=O)COC(=O)c2ccc(OCc3c(C)noc3C)cc2)cc1S(=O)(=O)N1CCOCC1,-3,2.6,2.9,2.5,-6,13,6,0.0,7,0,-4
CCOc1ccccc1NC(=O)CN1CCC(C(=O)c2ccc(OC)cc2)CC1,3,-0.3,0.5,5.1,5,3,11,1.3,-16,-4,-5
COC(=O)c1cc(-c2cccs2)nc2ccccc12,5,2.1,0.6,.,-8,6,-8,0.0,-20,-4,5
COc1cc(-c2nnc(SCC(=O)N(Cc3ccccc3)C(C)(C)C)o2)cc(OC)c1OC,2,3.1,-0.5,-1.1,11,-16,-16,-2.4,13,-7,-8
Cc1[nH]c2ccccc2c1C(=O)COC(=O)C1CC(=O)N(Cc2ccco2)C1 (stereo unspecified),7,0.2,2.1,-0.8,-3,-6,-7,-2.2,-4,-1,0
O=C(c1cc2ccccc2cc1O)N1CCCC1,0,0.3,3.2,1.3,-1,9,-14,-0.5,1,-4,5
CCOc1cc(/C=C(\C#N)C(=O)Nc2cccc(C(=O)O)c2)cc(Br)c1OC(=O)c1ccc(OC)cc1,6,7.5,7.0,3.5,7,94,10,3.0,-31,-14,0
CCCNC(=O)CN(CCc1ccccc1)S(C)(=O)=O,9,1.3,-0.6,0.7,4,-16,-5,-3.1,-29,-2,15
CCOc1ccc(-c2nnc(SCC(=O)NC(C)(C)C)nc2-c2ccc(OCC)c(OC)c2)cc1OC,-2,-0.6,-0.6,-0.4,7,-5,-7,2.3,6,-2,-14
Cc1cc(NC(=O)CCC(=O)N(Cc2ccco2)C(C(=O)NC2CCCC2)c2ccc(F)cc2)no1 (stereo unspecified),9,0.5,3.1,0.4,-1,-22,-4,0.3,-25,2,-9
CCn1c(CNC(=O)Cc2ccc(OC)cc2)nnc1SCC(=O)Nc1nccs1,5,-2.0,-1.7,0.7,-14,-3,-5,0.6,-21,-4,5
COc1ccc(NC(=O)CN(C)C(=O)CSc2ccc3c(c2)OCCO3)cc1,2,1.5,1.5,0.1,-9,-11,-3,1.4,-6,0,-3
O=C(NCCSc1ccc(Br)cc1)c1ccccc1,-1,-1.1,-1.7,4.3,-4,-12,-6,-1.1,3,-4,2
O=C1OC2(O)C3C4C=CC(C4)C3C(=O)N2c2ccccc21 (stereo unspecified),-3,-1.0,-0.9,0.4,-1,-10,9,0.2,8,1,-13
CCCn1c(SCC(=O)Nc2cccc(C(=O)OCC)c2)nnc1-c1ccoc1C,-2,0.2,2.6,3.9,0,-8,-8,1.0,23,-2,6
COc1cc(C(=O)OC(C)CN2CCCCC2)cc(OC)c1OC (stereo unspecified),-2,0.8,0.3,3.2,-10,-1,-10,-0.6,8,-1,-11
O=C(COc1ccc(C(=O)O)cc1)Nc1cccc(C(F)(F)F)c1,5,1.4,1.3,1.5,-10,7,-4,0.3,-3,-2,-5
COc1ccc(C(=O)CSc2ccccc2C(=O)O)cc1,0,0.8,2.3,-1.0,-9,2,11,-1.6,0,0,-9

# More compounds:
SMILES,HTR5A ag ctr,CDK5 inh,AddAB inh,phage Ecoli inh,Tat export inh,Mot1-301 SUMO,PKA-R2B activ,Ecoli viability,HTR5A inv ctr,DAGLB inh,PKA-R1A activ
CCN(Cc1nc2cc(Cl)ccc2c(=O)[nH]1)C(=O)C1CC(=O)N(c2cccc3ccccc23)C1 (stereo unspecified),6,0.7,-0.6,-2.3,7,1,-12,-0.2,-16,4,0
Cc1cc(C)n(CCNc2nc3nonc3nc2N2CCCCC2)n1,1,0.8,-1.8,1.1,-2,-15,-4,1.0,-4,2,5
CC1CCc2ccc(F)cc2N1S(=O)(=O)c1cccs1 (stereo unspecified),0,-3.8,4.0,-0.2,-13,22,-1,-1.6,4,-2,-8
COc1ccc(-n2nc(C(=O)NCC(=O)N3CC(C)CC(C)C3)c3ccccc3c2=O)cc1 (stereo unspecified),8,-0.9,3.3,-0.1,7,-19,9,-2.5,-23,-2,-4
COC(=O)c1cn(CCOc2ccc(C)cc2)c2ccccc12,8,-0.4,1.2,2.8,11,5,-2,-0.6,-20,-12,4
Cc1ccc(NC(=O)CN(C)C(=O)c2ccc(OCc3c(C)noc3C)cc2)cc1,-2,-0.9,.,-0.3,-3,.,3,.,15,-1,-13
Cc1c(OCc2nn[nH]n2)ccc2c3c(c(=O)oc12)CCC(C)C3 (stereo unspecified),4,-0.2,-0.9,5.3,9,-10,2,-2.9,-9,9,4
Cn1cnc([N+](=O)[O-])c1Oc1cccc(O)c1,-2,-0.5,4.8,3.1,7,-6,-6,-1.0,24,1,-7
COc1ccc(-c2cc([N+](=O)[O-])ccc2OCC(=O)N(C)CC(=O)Nc2ccc(C)cc2)cc1,-2,-3.0,.,5.3,-3,.,-9,.,4,-6,-1
COc1ccccc1OCC(=O)Nc1cccc(N(C)S(C)(=O)=O)c1,-1,1.0,-0.2,2.1,5,-5,5,0.6,4,-1,11
Cc1cccc(N(C(=O)c2nsc(Cl)c2Cl)C(C(=O)NC2CCCC2)c2ccc(O)cc2)c1C (stereo unspecified),-2,-0.2,-0.5,2.0,13,-1,8,-3.0,-5,-1,-9
O=C(NC1CCCC1)NS(=O)(=O)c1ccccc1Cl,-3,-0.8,2.3,2.3,-3,-3,-3,-1.5,7,-2,-2
COc1ccc(C(=O)OCCN2C(=O)c3ccccc3C2=O)cc1OC,3,0.3,.,2.7,-3,.,-10,.,3,1,-14
CCN1CCN(C(=O)C2(NC(=O)Nc3ccccc3Cl)CCCCC2)CC1,3,-2.7,0.0,3.2,-1,-2,2,0.0,-13,1,10
CSCCC(NC(=O)c1cccc(S(=O)(=O)N2CCN(C(C)=O)CC2)c1)c1nc2ccccc2[nH]1 (stereo unspecified),2,-0.4,.,2.8,-8,.,3,.,1,-3,-4
O=C(COc1ccc(Br)cc1)NNC(=S)NC(=O)c1ccccc1[N+](=O)[O-],3,1.1,-0.8,-1.2,-5,-22,-8,-1.7,-7,6,-1
C=CCNc1cc(C(F)(F)F)nc(-c2ccccn2)n1,-3,1.1,-1.9,0.2,-4,.,0,-3.1,8,-2,8
CC(=O)N1CCN(S(=O)(=O)c2cccc(C(=O)OCC(=O)NC(=O)c3cccn3C)c2)CC1,4,-1.6,4.5,2.3,-6,3,-1,1.6,3,-2,13
COc1ccc(C(=O)CSC2=C(C#N)C3(CCCCC3)C(C#N)=C(N)N2)cc1,3,-0.5,0.4,2.1,6,-15,-13,0.2,-9,0,4
COc1ccc(CCNC(=O)CCCCCN2C(=O)c3ccccc3C2=O)cc1,3,-0.9,0.2,2.0,-7,745,-6,0.0,-11,2,-12
COc1ccc(OC)c(S(=O)(=O)N(C)CC(=O)N2CCN(c3ccccc3F)CC2)c1,2,-1.7,1.3,3.0,8,-5,-11,-2.2,-1,-3,-4
O=C1C=C(c2cc(F)ccc2F)C[C@@H](c2ccc(Cl)cc2)C1,3,0.3,4.4,0.1,-5,2,0,0.7,-1,-13,-6
Fc1cccc(Cc2noc(CN3CCC(c4ccncc4)CC3)n2)c1,3,0.3,-0.8,2.1,2,-21,-1,-0.4,3,-2,-11
CCOC(=O)C(C(=O)OCC)N(C#N)c1nc(OC)nc(N(C)C)n1,-7,1.9,2.7,1.9,-3,.,-6,1.1,17,1,-11
Cc1ccc2sc(N(CCN(C)C)C(=O)c3ccc(S(=O)(=O)N4CC(C)OC(C)C4)cc3)nc2c1C (stereo unspecified),2,-0.7,0.4,4.0,-1,3,0,0.2,-10,-2,-6

# Following part:
SMILES,HTR5A ag ctr,CDK5 inh,AddAB inh,phage Ecoli inh,Tat export inh,Mot1-301 SUMO,PKA-R2B activ,Ecoli viability,HTR5A inv ctr,DAGLB inh,PKA-R1A activ
COc1ccc(C(=O)NCC(=O)OCC(=O)c2cc(OC)c(OC)c(OC)c2)cc1OC,-4,-0.3,-0.7,5.2,0,-16,-4,-2.5,12,0,9
CCC(C)NC(=O)C1CCN(S(=O)(=O)N2CCCC2)CC1 (stereo unspecified),1,2.0,-1.4,1.0,-10,-12,-8,0.4,3,2,-15
Cc1ccc(-c2c(C)n([O-])c3c([n+]2=O)CCCCC3)o1,-7,-6.6,2.1,0.3,16,216,-7,-1.1,-21,-1,-6
CCN(c1ccccc1)S(=O)(=O)c1ccc(OCc2c(C)noc2C)cc1,-4,0.3,1.4,2.1,10,200,-9,-0.6,-35,-3,-6
Cc1ccc(OCC(O)CNC(C)c2ccccc2)cc1C (stereo unspecified),2,-0.4,2.3,2.5,2,-10,-2,0.0,-8,-1,-11
Cc1csc(SC(C)C(=O)NCC(=O)Nc2ccc(F)c(F)c2F)n1 (stereo unspecified),-2,1.0,-1.3,0.1,-1,-17,1,-1.5,5,1,3
Cc1cccc(NC(=O)NNC(=O)CCc2ccccc2)c1,0,1.3,2.7,1.7,-4,1,12,-1.8,-10,1,9
COc1ccccc1/C=C/CN1CCCC(CO)(Cc2cccc(Cl)c2)C1 (stereo unspecified),-1,0.6,1.9,1.1,8,18,0,-1.7,4,-4,-7
O=C(COc1ncnc2ccc(Br)cc12)NC1CCCC1,4,-1.4,0.2,2.0,-1,-11,-5,-0.2,-10,-4,-9
COc1cccc(CN(C)C(=O)c2ccc(NC(=O)CC3SC(N4CCCCC4)=NC3=O)cc2)c1OC (stereo unspecified),-1,-1.2,.,1.4,-5,.,-3,.,-2,-2,-10
COc1ccc(/C(N)=N/OC(=O)CCC2CCCC2)cc1OC,3,-1.4,0.8,0.7,5,16,-9,1.0,10,-7,-5
COc1ccc(CSCCN)cc1Cl,5,0.6,2.3,2.2,5,-8,-5,1.1,-2,0,-16
N#CCSCC(=O)Nc1ccccc1,3,-2.5,0.7,1.0,2,-15,11,-1.3,-10,0,1
